Vif-A3F inh = inhibitors of Vif-A3F interaction | HeLa A3F-eYFP + Vif (tagged APOBEC3F with the HIV-1 protein that degrades it), YFP fluorescence increase | Potency, µM (titrated, usually from 46.1 µM), for inactives: at the top dose activity, negative = active | actives 0.2% (n = 390,000) | AID 602313; further: % of control where 0% means no effect; nearly all actives have a fitted effect of over 65% in size
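Fluorescence increase (Ex 488/Em 500-530) after overnight compound treatment at 37 deg C flags inhibition of Vif-driven A3F-eYFP loss in stable HeLa A3F-eYFP/Vif cells seeded overnight beforehand.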
Vif-APOBEC3G blk = inhibitors of Vif-APOBEC3G interaction. HeLa A3G-eYFP + Vif (tagged APOBEC3G with the HIV-1 protein that degrades it), YFP fluorescence, overnight. Potency, µM (series often up to 46.1 µM), for inactives: at the highest dose activity, negative = active, actives largely listed as inhibitors. actives 0.076% (n = 410,000);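 further: on the % scale 0 is the no-effect control and ±100 the full control effect; nearly all actives have a fitted effect of over 60% in size; hits raise eYFP signal because A3G escapes Vif-driven loss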
Target sequence (Q9HC16 whole entry, looked up): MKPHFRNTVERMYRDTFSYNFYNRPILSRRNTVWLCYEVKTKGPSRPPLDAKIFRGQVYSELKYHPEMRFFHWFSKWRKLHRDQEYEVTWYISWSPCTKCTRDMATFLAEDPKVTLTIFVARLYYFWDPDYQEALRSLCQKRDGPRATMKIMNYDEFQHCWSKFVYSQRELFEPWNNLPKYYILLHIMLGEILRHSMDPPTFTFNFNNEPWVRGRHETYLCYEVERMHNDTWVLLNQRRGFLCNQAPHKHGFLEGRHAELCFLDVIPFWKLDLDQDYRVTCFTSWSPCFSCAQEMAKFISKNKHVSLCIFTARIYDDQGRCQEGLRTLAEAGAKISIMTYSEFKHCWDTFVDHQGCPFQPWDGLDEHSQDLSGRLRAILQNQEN
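HeLa cells stably expressing Vif and C-terminally eYFP-tagged A3G, seeded overnight at 37 deg C, then exposed to compound by pintool overnight at 37 deg C. Rise in yellow fluorescence (Ex 488/Em 500-530, Acumen) marks blocked Vif-driven A3G degradation.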
rTrxR1 inhibitor = blocks rat thioredoxin reductase 1. recombinant rTrxR1, NADPH fluorescence consumption, selenite substrate. AID 588453. actives 1% (n = 390,000). Potency, µM (titrated, usually from 114 µM), inactives show top-dose activity change, negative = inhibition, hits mostly inhibitors; further: on the % scale 0 is the no-effect control and ±100 the full control effect; nearly all actives have a fitted effect of over 65% in size
Target sequence (O89049 whole entry, looked up): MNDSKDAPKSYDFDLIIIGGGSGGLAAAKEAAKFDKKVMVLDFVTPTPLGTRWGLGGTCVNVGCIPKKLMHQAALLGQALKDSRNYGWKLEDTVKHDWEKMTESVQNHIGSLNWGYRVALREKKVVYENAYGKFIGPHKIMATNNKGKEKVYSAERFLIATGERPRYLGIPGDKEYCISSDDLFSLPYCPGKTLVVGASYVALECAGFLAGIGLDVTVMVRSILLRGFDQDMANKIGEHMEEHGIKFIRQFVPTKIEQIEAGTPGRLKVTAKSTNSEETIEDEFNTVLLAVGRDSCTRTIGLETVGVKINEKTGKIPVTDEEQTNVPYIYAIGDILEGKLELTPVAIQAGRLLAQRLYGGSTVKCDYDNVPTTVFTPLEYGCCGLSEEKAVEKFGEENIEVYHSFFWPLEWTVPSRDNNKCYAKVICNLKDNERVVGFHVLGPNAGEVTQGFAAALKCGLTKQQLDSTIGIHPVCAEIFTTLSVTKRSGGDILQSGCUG
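Rat TrxR1 (90 nM in the dispensed reagent) was pre-reduced with 400 uM NADPH for 5 min at room temperature, then incubated with compound for 15 min. After 400 uM selenite was added, NADPH fluorescence (Ex 340/Em 450 nm) was followed for 8 min.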
12-LOX inh = inhibitors of human 12S-lipoxygenase ALOX12; Potency, µM (series often up to 108 µM), for inactives: at the highest dose activity change, negative = inhibition, most hits filed as inhibitors; actives 1.1% (n = 580,000); purified 12hLO, xylenol orange hydroperoxide absorbance; further: on the % scale 0 is the no-effect control and ±100 the full control effect
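Purified human 12hLO at 150 nM in 25 mM Hepes, 0.01% Triton X-100, pH 7.0, preincubated 15 min at room temperature with compound. Reaction started with 40 uM arachidonic acid, 30 min at room temperature. Hydroperoxide measured by Fe-xylenol orange, 573/405 nm absorbance ratio.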
USP1 inh = blocks the human USP1/UAF1 deubiquitinase complex. O94782. recombinant USP1/UAF1, Ub-Rhodamine cleavage fluorescence. Potency, µM (doses to about 57.1 µM), for inactives: at the top dose activity change, negative = inhibition, usual class: inhibitors. actives 0.23% (n = 390,000). AID 743255; further: on the % scale 0 is the no-effect control and ±100 the full control effect; nearly all actives have a fitted effect of over 60% in size; inactives centre near -12
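High-throughput fluorogenic screen: 1nM USP1/UAF1 complex, Ub-Rho substrate 150nM final, 50mM HEPES pH 7.8 with 0.5mM EDTA, 0.1 mg/ml BSA, 1mM TCEP and 0.01% Tween-20.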
TrxR1 substrate = rat thioredoxin reductase 1 substrate activity | Potency, µM (series often up to 114 µM), inactives show at the top dose activity change, negative = substrate turnover | purified TrxR1 substrate turnover, NADPH consumption readout | O89049 | AID 588456 | actives 0.01% (n = 390,000); further: on the % scale 0 is the no-effect control and ±100 the full control effect; nearly all actives have a fitted effect of over 50% in size
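Rat TrxR1, dispensed at 90 nM, was prereduced with 400 uM NADPH (final) for 5 min at ~22 deg C, then incubated with compound 15 min before 400 uM selenite. A first-read NADPH fluorescence drop versus no-compound background flagged substrates.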
RXFP1 agonist = activates the human relaxin receptor RXFP1 | actives 0.3% (n = 370,000) | Q9HBX9 | Potency, µM (doses to about 57.5 µM), without a hit: top-dose activation, usual class: activators | HEK293T-RXFP1 cAMP TR-FRET, 30 min; response scale: percent of porcine relaxin response, buffer zero; further: on the % scale 0 is the no-effect control and ±100 the full control effect; nearly all actives have a fitted effect of over 60% in size; many of its hits are not listed in these tables
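Agonist response is measured as cAMP accumulation in an RXFP1-transfected HEK293T line under PDE4 inhibition. Values are scaled between buffer-only and 29 nM porcine relaxin, and EC50s come from standard Hill equation fits.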
IDH1 R132H inh = inhibitors of human mutant IDH1 R132H. Potency, µM (titrated, usually from 76.6 µM), without a hit: at the highest dose activity change, negative = inhibition, actives largely listed as inhibitors. actives 0.093% (n = 390,000). IDH1-R132H enzyme, NADPH consumption, diaphorase/resazurin fluorescence. O75874; further: on the % scale 0 is the no-effect control and ±100 the full control effect; nearly all actives have a fitted effect of over 65% in size
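IDH1-R132H (0.5 ug/mL) preincubated 30 min with compound, then NADPH (0.016 mM) and alpha-KG (2 mM) added; 80 min at RT, pH 7.5. Remaining NADPH coupled via diaphorase/resazurin to fluorescence (540/590 nm); concentration-response curves normalized to no-enzyme control.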
RGS4 inhibitor = blocks human RGS4-accelerated GTP hydrolysis | P49798 | Transcreener GDP fluorescence polarization, RGS4-accelerated GTP hydrolysis | Potency, µM (series often up to 114 µM), without a hit: top-dose activity change, negative = inhibition, usual class: inhibitors | actives 0.039% (n = 390,000); further: on the % scale 0 is the no-effect control and ±100 the full control effect; nearly all actives have a fitted effect of over 75% in size; some results filed as inactive show a strong effect at the top dose
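MLSMR compounds (23 nl, pin-transferred) preincubated 10 min at room temperature with a 500nM (2x) first reagent, then RGS4 at 900nM (2x) plus Transcreener GDP mix added; fluorescence polarization (620/688 nm) read before and after 90 min at 30 °C.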
The depositor's hits bear a star; u = inconclusive; x = no result given; & = joins results of further samples; [ ] = remark or other dose. The call rests on the fitted dose curve; in most records, active means well fitted curve in the direction sought with a large enough effect; inconclusive means small, poorly fitted or top-dose-only effect, or another doubt; inactive means no such curve, though single readings can be large; an effect the other way counts as inactive or inconclusive. Potency means the concentration at half of the fitted maximal effect.

smiles	Vif-A3F inh	Vif-APOBEC3G blk	rTrxR1 inhibitor	12-LOX inh	USP1 inh	TrxR1 substrate	RXFP1 agonist	IDH1 R132H inh	RGS4 inhibitor
COc1cc(NC(=O)CCc2c(C)nn(-c3ccc4nncn4n3)c2C)cc(OC)c1OC	0%	-6%	1%[57.1 µM]	-19%	5%	-1%[57.1 µM]	4.0%	15%	-38%
CC(C)(C)OC(=O)NC(Cc1ccccc1)C(=O)O (configuration not stated)	-2%	0%	-4%	-17%	-4%	-1%	1.3%	9%	22%
CCN(CC)C(=O)Cn1cc(SCC(=O)Nc2cccc(C)c2)c2ccccc21	1%	4%	21%	-18%	3%	4%	-0.5%	-4%	5%
CCCCN(CC)C(=O)c1cccc(Cl)c1	-1%	-3%	-11%	0%	-4%	-8%	0.9%	3%	-32%
O=C(CCOc1ccccc1)N(Cc1cccnc1)c1nc2c(F)cc(F)cc2s1	-9%	9%	u	-14%	-18%	4%[57.1 µM]	1.9%	-1%	-42%
CCOc1ccc(/C=N/NC(=O)c2cc(-c3cccn3C)n[nH]2)cc1	-4%	-6%	6%[57.1 µM]	3%	-28%	2%[57.1 µM]	-0.1%	0%	13%
CC(C)(C)c1cc(Cl)c(O)c(NC(=S)NC(=O)c2cccnc2)c1	u	-9%	23%	u	-10%	-3%	0.2%	9%	-26%[56.9 µM]
COCCNC(=O)c1csc2c1CCCC2	-5%	1%	14%	18%	-21%	10%	-1.2%	6%	14%
CC1=[N+](C)N(c2ccccc2)C(=O)C1N=Cc1c(Cl)cccc1Cl (configuration not stated)	2%	-6%	5%	-12%	-22%	-1%	-0.5%	4%	-8%
CCOC(=O)/C(C#N)=C/c1ccc(-c2ccsc2C(=O)OC)o1	u	1%	-9%	-19%	-2%	2%	0.5%	15%	8%

One compound at a time, as listed above:
Shown for `CC(C)(C)OC(=O)NC(Cc1ccccc1)C(=O)O` (configuration not stated) = Vif-A3F inh: -2%; Vif-APOBEC3G blk: 0%; rTrxR1 inhibitor: -4%; 12-LOX inh: -17%; USP1 inh: -4%; TrxR1 substrate: -1%; RXFP1 agonist: 1.3%; IDH1 R132H inh: 9%; RGS4 inhibitor: 22%
Shown for `O=C(CCOc1ccccc1)N(Cc1cccnc1)c1nc2c(F)cc(F)cc2s1` = Vif-A3F inh: -9%; Vif-APOBEC3G blk: 9%; rTrxR1 inhibitor: u; 12-LOX inh: -14%; USP1 inh: -18%; TrxR1 substrate: 4%[57.1 µM]; RXFP1 agonist: 1.9%; IDH1 R132H inh: -1%; RGS4 inhibitor: -42%

Next structures follow:
smiles	Vif-A3F inh	Vif-APOBEC3G blk	rTrxR1 inhibitor	12-LOX inh	USP1 inh	TrxR1 substrate	RXFP1 agonist	IDH1 R132H inh	RGS4 inhibitor
O=c1[nH]c(CN2CCN(c3ccc(O)cc3)CC2)nc2scc(-c3ccc(Cl)cc3)c12	8%	-21%	14%	u	-7%	0%	1.8%	-8%	-32%
CC(C)n1c(=O)[nH]c2ccccc21	-2%	0%	13%	9%	-15%	4%	1.5%	-3%	4%
CCOC(=O)c1c(CN(CC)CC)n(C)c2cc(Br)c(O)cc12	-11%	8%	u	-21%	-18%	1%	1.9%	4%	-1%
Cc1ccc(F)c([C@H]2[C@H]3C=CC[C@@H](C)[C@@H]3C(=O)N2Cc2ccccc2)c1	-23%	0%	1%	u	-22%	2%	1.0%	-4%	2%
CCC(C)Sc1nc(C)nc2c1c(=O)n(C)c(=O)n2C (configuration not stated)	3%	-7%	0%[57.1 µM]	u	-23%	5%[57.1 µM]	0.6%	2%	-11%
Cc1ccccc1NC(=O)COc1cccc2c1CCNC2=O	-10%	0%	3%	-15%	-18%	3%	-0.5%	10%	0%
Cc1ccc(-c2c(C(=O)N3CCN(c4cc(Cl)ccc4C)CC3)oc(=O)c3ccccc23)cc1	-10%	-5%	15%	-7%	-21%	3%	3.1%	0%	0%
O=C1Nc2ccc(F)cc2C12Nc1ccccc1-c1nnc(SCc3ccccc3)nc1O2 (configuration not stated)	-5%	-6%	7%	u	-13%	-3%	0.1%	0%	26%
C[C@H](CO)N1C[C@H](C)[C@@H](CN(C)S(C)(=O)=O)Oc2c(NC(=O)Cc3ccccc3)cccc2C1=O	-17%	2%	28%	-6%	u	8%	x	7%	2%
CN(C(=O)c1ccc(Cl)c(S(=O)(=O)N2CCOCC2)c1)c1ccccc1C(=O)O	-23%	-2%	19%	7%[57.4 µM]	3%	5%	4.0%	3%	7%
COc1cc2[nH]c(=S)n(CCCN3CCOCC3)c(=O)c2cc1OC	-3%	0%	-4%	u	-9%	-6%[57.1 µM]	0.2%	2%	0%
CCC1(c2ccc(F)cc2)NC(=O)N(CC(=O)Nc2cccc(S(=O)(=O)N3CCOCC3)c2)C1=O (configuration not stated)	-6%	-2%	9%	276%[activator]	-9%	2%	x	7%	-2%
NC(=O)C1CCN(C(=O)COc2ccc3c4c(c(=O)oc3c2)CCCC4)CC1	-3%	-2%	9%	-3%	u	132%[activator]	0.3%	-5%	3%
Cc1ccc2nc(C3CCCN(C(=O)NCc4ccccc4)C3)[nH]c2c1 (configuration not stated)	10%	1%	27%	2%	-19%	10%[57.1 µM]	0.6%	0%	8%
Cc1ccc(-c2cnc(NCc3cc4c(cc3[N+](=O)[O-])OCO4)n2C)cc1C	-7%	-1%	27%	-7%	-31%	6%	0.7%	-1%	0%
COc1cc(OC)cc(-c2c(-c3cccs3)c3cc(-c4cc(OC)c(OC)c(OC)c4)ccc3n2C)c1	0%	-6%	38%[activator][57.1 µM]	-36%	-14%	52%[activator][57.1 µM]	x	-20%	-29%
O=C(CC1C(=O)N(c2ccccc2)C(=O)N1Cc1ccco1)Nc1ccccc1 (configuration not stated)	-7%	3%	15%[57.1 µM]	-2%	u	1%[57.1 µM]	1.5%	13%	-14%
CCOc1ccc(S(=O)(=O)NCCc2csc3nc(-c4cccc(C)c4)nn23)cc1	4%	-2%	19%[57.1 µM]	-3%	-12%	5%[57.1 µM]	0.8%	0%	4%
N#CCCN(C(=O)CN1CCN(S(=O)(=O)c2ccc3c(c2)OCCO3)CC1)c1ccc(F)cc1	3%	-3%	10%	266%[activator]	-5%	1%	-0.3%	2%	-34%
CC(=O)CSc1cc(-c2ccccc2)nc2ncnn12	u	0%	11%	95%[activator]	-23%	2%	9.1%	16%	12%
CSc1nc(C)cc(NC(N)=O)n1	0%	0%	-6%	-7%	-5%	-3%	4.5%	-1%	43%
CCNC(=S)N1CCN(c2ncccn2)CC1	-1%	2%	-11%	-15%	-16%	-6%	9.1%	0%	2%
CC/S(C)=N/S(=O)(=O)c1ccc(C)cc1 (configuration not stated)	-2%	0%	7%	18%	-13%	3%	-0.2%	-1%	12%
C#CCOCCOCCOCCNc1nc(N2CCN(C(=O)Cn3cc(CCO)nn3)CC2)nc(N2CCN(C(=O)Cn3cc(CCCCN)nn3)CC2)n1	3%	-1%	-24%	u	-21%	10%	x	-1%[38.3 µM]	5%
COc1ccc(Cn2ccn(Cc3cccc(C)c3)c(=O)c2=O)cc1	-11%	-2%	2%	-11%	-8%	8%[11.4 µM]	0.2%	9%	-11%
COc1ccc([N+](=O)[O-])cc1NC(=O)C(C)Sc1ccc(C)cc1 (configuration not stated)	7%	-4%	-4%	u	-9%	-11%	-0.1%	6%	4%
CC(=O)c1ccc(NC(=O)CSc2nnc(Cn3cnc4ccccc43)o2)cc1	4%	3%	4%[57.1 µM]	0%	-3%	2%[57.1 µM]	-0.4%	4%	2%
COc1ccc(CNc2ncnc3c2nnn3C)cc1	1%	-5%	-2%[57.1 µM]	-5%	-12%	-8%[57.1 µM]	9.3%	-12%	-9%
COc1ccccc1/C=C/c1nc(C#N)c(N2CCCCCC2)o1	x	x	u	-11%&6%	-19%	226%[activator]	17%	x	4%
CC(C)Cn1c(SCC(=O)NCc2ccc(Cl)cc2)nnc1-c1cccc(S(=O)(=O)N2CCOCC2)c1	0%	2%	13%[57.1 µM]	-14%	-6%	-1%[57.1 µM]	0.9%	5%	-18%
CC(C)(C)C(=O)Nc1ccc(S(=O)(=O)N2CCC(c3nc4ccccc4[nH]3)CC2)cc1	5%	-1%	11%	22%	-11%	5%	1.8%	3%	-34%
Cc1ccccc1OCc1nc2ccccc2c(=O)n1/N=C/c1ccco1	-5%	-2%	2%	10%	-21%	-5%	0.0%	3%	-18%
c1ccc(CN2CCN(c3nc4ccccc4c4ccccc34)CC2)cc1	-5%	1%	-6%	330%[activator]	-11%	2%	1.6%	2%	-13%
CCc1nnc(NC(=O)CCC(=O)N2CCCC(O)C2)s1 (configuration not stated)	-9%	5%	15%	0%	-19%	1%	0.8%	0%	-11%

Source: PubChem BioAssay (National Center for Advancing Translational Sciences (NCATS))

The list is partial; rates above refer to the full screens.
